# Assay outcomes: PubChem, several laboratories
# NTR1 agonist: NTR1-driven beta-arrestin-GFP spot formation – imaging, U2OS cells, high content, primary screen (AID 493036); activation, % at 20 µM; actives 0.17% (n = 330,000); agonist mode;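 active means activation at or above 40% of the spot to cytoplasm intensity ratio, with at least 20 cells analyzed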;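 further: 0% = DMSO without peptide and 100% = 100 nM NTR1 peptide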
# Target sequence (P30989 whole entry, looked up): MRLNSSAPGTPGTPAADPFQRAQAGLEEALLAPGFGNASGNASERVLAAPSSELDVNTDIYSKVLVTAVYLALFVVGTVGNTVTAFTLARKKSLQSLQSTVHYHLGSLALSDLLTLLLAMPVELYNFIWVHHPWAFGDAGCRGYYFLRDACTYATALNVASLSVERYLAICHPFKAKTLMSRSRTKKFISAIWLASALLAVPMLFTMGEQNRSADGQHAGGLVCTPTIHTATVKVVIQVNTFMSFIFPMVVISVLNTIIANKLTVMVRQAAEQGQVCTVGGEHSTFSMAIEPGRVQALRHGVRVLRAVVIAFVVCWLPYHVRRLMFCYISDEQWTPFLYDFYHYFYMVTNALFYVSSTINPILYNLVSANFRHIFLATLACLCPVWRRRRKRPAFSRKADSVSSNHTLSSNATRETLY
# GPR55 activation: GPR55 agonists via beta-arrestin recruitment, primary screen, imaging, U2OS cells, beta-arrestin-GFP redistribution (AID 1961). activation, % at 10 µM; hits with a dose series show EC50 in µM. actives 0.048% (n = 290,000). U2OS GPR55 beta-arrestin-GFP redistribution imaging; higher % means a stronger effect;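 active means activation above 40% with more than 50 cells counted in the well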;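 further: U2OS osteosarcoma cells stably expressing GPR55 and beta-arrestin-GFP; plate controls were DMSO negative control for no effect and LPI positive control for full effect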
# NOD2 inhibition: NOD2 signaling inhibitors, cell-based, luminescence, uHTS, HEK293 (AID 1566); HEK293 NOD2/NF-kB luciferase reporter, luminescence; higher % means a stronger effect; inhibition, % at 4 µM; hits with a dose series show EC50 in µM; actives 0.63% (n = 290,000); further: many of its hits are not listed in these tables
# KOR beta-arrestin-1: KOR agonists, beta-arrestin recruitment, primary screen, cell-based, luminescence, uHTS (AID 1777) | KOR beta-arrestin recruitment, luminescence; higher % means a stronger effect | activation, % at 10 µM, or EC50 in µM where a hit was titrated | actives 0.02% (n = 280,000); in the data active means activation above about 50%, passing the limit was not always enough; further: a part of the inactive calls stands beside numbers as strong as those of hits
# KOR beta-arrestin-2: KOR antagonists, beta-arrestin recruitment, cell-based, luminescence, uHTS (AID 1778); KOR beta-arrestin recruitment, luminescence, antagonist mode; higher % means a stronger effect; one-dose inhibition, % at 10 µM; IC50 in µM for titrated hits; actives 0.091% (n = 290,000); further: strong numbers were not always called active
# NOD1 inhibition: inhibition of NOD1-driven NF-kB reporter – cell-based, luminescence, uHTS, primary screen (AID 1578); actives 1% (n = 290,000); one-dose inhibition, % at 4 µM; EC50 in µM for titrated hits; NOD1-driven NF-kB luciferase reporter cells, luminescence; higher % means a stronger effect; in the data active means inhibition mostly above about 36%, no sharp cut-off; inactive means mostly below about 34%;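 further: HEK-293T reporter cells stimulated with the NOD1 agonist gamma-tri-DAP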
# TNAP activation fold: human TNAP enzyme activators, primary screen, biochemical, luminescent, no phosphate acceptor, uHTS (AID 1001); purified TNAP, luminescent activation assay, no phosphate acceptor; higher activation fold means a stronger effect; one-dose activation fold at 20 µM; EC50 in µM for titrated hits; actives 0.03% (n = 200,000); in the data active means activation fold from about 3, or a potency from the dose series; inactive means the rest, 99 in 100 with activation fold below about 1.6; further: many of its hits are not listed in these tables
# Yfh1-off respiration: enhancers of respiration in Yfh1-depleted yeast, dose response, Friedreich's ataxia, plus single-dose screen (AID 1465); S. cerevisiae Yfh1-off respiration, WST-1 reduction, 72 h; higher fold induction means a stronger effect; fold induction at 50 µM, or EC50 in µM where a hit was titrated; actives 0.074% (n = 220,000);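 active means fold induction of absorbance versus untreated yeast above a set limit, then at least 30% activation at any dose in follow-up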;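 further: activators that raise dye reduction in frataxin-depleted yeast; strong numbers were not always called active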
# CSM14.1 death rescue: protection against thapsigargin-triggered cell killing – 384-well, CSM14.1, ATP luminescence, primary screen (AID 1222). CSM14.1 thapsigargin-induced death rescue, ATP luminescence; higher % means a stronger effect. cellular ATP content (survival), % at 20 µM; hits with a dose series show EC50 in µM. 190,000 tested, under 10 active;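 active means EC50 below 50 µM in the dose-response confirmation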;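 further: death triggered by thapsigargin at about 15 µM added after 2 h compound pretreatment; cell ATP read after overnight thapsigargin exposure of roughly 18 to 22 hours; normalized against plate controls of thapsigargin alone and 5% DMSO vehicle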
# NTR1 agonist cell count 20 µM: further read-out of NTR1 agonist, marked with its call; cell count; measured here: cell count, cytotoxicity flag
# Starred values were filed as active, the others as inactive; i = inactive; · = no result given; [ ] = remark or other dose. Unless noted, no stated cut-off is given here; in the data, active means inhibition above about 50%; inactive means the rest. These rows are one share of the data (hit frequency here may not be typical).
SMILES,NOD2 inhibition,KOR beta-arrestin-2,NOD1 inhibition,NTR1 agonist,GPR55 activation,Yfh1-off respiration,KOR beta-arrestin-1,TNAP activation fold,NTR1 agonist cell count 20 µM,CSM14.1 death rescue
CCN(CC)C(=S)NCCc1ccccc1,3.0%,-16.0%[20 µM],8.4%,-0.1,-0.1%,i,·,1,70,-0.1%
Cc1ccc(CNC(=O)C2c3ccccc3C(=O)N(C)C2c2c[nH]c3ccccc23)o1 (configuration not stated),8.3%,14.1%,-13.2%,0.2,-0.2%,i,-1.2%,1.1,70,0.5%
CC1CCCCC1NC(=O)CSc1nnc(-c2ccccc2)n1N (configuration not stated),6.0%,-27.6%,11.7%,-1.1,0.2%,·,-10.9%,1.1,75,-0.9%
CC(=O)Nc1ccc(NC(=O)C(C)OC(=O)C2(c3ccc(F)cc3)CCCC2)cc1 (configuration not stated),-3.8%,29.0%,10.7%,0.9,-0.5%,i,0.2%,1.1,33,7.9%
O=S(=O)(c1ccc(NC(=S)NN=C2CCCCC2)cc1)N1CCOCC1,16.0%,18.8%,-15.8%,2.3,0.5%,i,-1.3%,1.3,63,-0.2%
Cc1noc(C)c1S(=O)(=O)N1CCC(C(=O)NCCCN2CC(C)CC(C)C2)CC1 (configuration not stated),18.5%,-30.1%,-14.1%,-0.3,0.1%,i,-2.8%,1.2,75,-0.5%
COc1ccc2cc(Br)ccc2c1CC(=O)N1CCCC1,6.7%,11.4%[20 µM],-7.2%,-1.0,0.3%,·,-1.4%,·,59,·
CC(=O)c1cccc(NC(=O)CSc2nnc(-c3ccc(S(=O)(=O)N4CCCC4)cc3)o2)c1,6.8%,2.2%,-6.7%,2.8,-0.2%,i,-8.6%,1.1,73,0.0%
CC1(C)C2CCC1(CS(=O)(=O)NC(CC(=O)O)c1cccc(Br)c1)C(=O)C2 (configuration not stated),-0.7%,-14.1%,-11.0%,0.6,0.1%,·,3.7%,·,55,·
O=C(NN=C1CCCC1)c1cc(-c2ccccc2)n[nH]1,5.9%,1.0%,-18.7%,-1.4,0.2%,i,0.7%,0.6,72,-1.7%
Cc1oc(-c2ccc(Cl)cc2)cc1-c1nn2c(-c3ccoc3C)nnc2s1,-8.3%,-45.1%,20.4%,5.3,-0.1%,i,3.1%,1,65,·
Cc1cc(F)ccc1S(=O)(=O)Nc1ccccc1C(=O)Nc1ccccc1-c1nc2ccccc2[nH]1,·,-6.7%,·,53.0*,1.4%,i,2.3%,1.2,56*,1.6%
COc1ccc(C(C(=O)NC2CCCCC2)N(Cc2ccco2)C(=O)c2ccccn2)c(OC)c1 (configuration not stated),0.9%,-24.4%,-13.5%,-0.2,-0.1%,·,-4.5%,·,45,·
COCc1[nH][nH]c(=O)c1C=Nc1ccccc1,4.8%,-12.4%,-20.8%,-1.0,-0.1%,·,-2.2%,1.1,58,0.9%
O=C(CN1C(=O)C2C3C=CC(C3)C2C1=O)NCCC1=CCCCC1 (configuration not stated),-9.2%,-54.5%,17.4%,-1.4,-0.2%,i,-2.8%,1.1,66,2.5%
COc1ccccc1CNc1cc(-c2ccccc2)ccc1OC,0.3%,-9.2%,-14.9%,5.0,-0.4%,i,1.3%,1.2,53,-1.8%
COc1ccc(C(C)NC(=O)c2ccc(Br)cc2)cc1OC (configuration not stated),22.4%,-23.5%,10.7%,0.2,-0.3%,i,2.1%,1.1,63,-3.9%
C=CCNC(=O)CN1c2cccc3cccc(c23)S1(=O)=O,0.0%,-33.6%,-5.0%,2.7,0.0%,·,0.9%,·,84,·
CCOC(=O)C1=C(c2ccccc2)OC(N)=C(C#N)C1c1ccc(Br)s1 (configuration not stated),-10.5%,-28.6%,41.2%,11.3,-0.3%,i,4.5%,1.4,84,-0.1%
Cc1ccc(-c2cn3nc(C)c(C)nc3n2)cc1,-9.1%,-15.9%,46.8%,0.9,-0.1%,·,0.6%,1.1,92,·

# Three of these compounds in a different format.
# Second line of a record – NOD2 inhibition | KOR beta-arrestin-2 | NOD1 inhibition | NTR1 agonist | GPR55 activation | Yfh1-off respiration | KOR beta-arrestin-1 | TNAP activation fold | NTR1 agonist cell count 20 µM | CSM14.1 death rescue
O=S(=O)(c1ccc(NC(=S)NN=C2CCCCC2)cc1)N1CCOCC1
→ 16.0% | 18.8% | -15.8% | 2.3 | 0.5% | i | -1.3% | 1.3 | 63 | -0.2%
Cc1noc(C)c1S(=O)(=O)N1CCC(C(=O)NCCCN2CC(C)CC(C)C2)CC1 (configuration not stated)
→ 18.5% | -30.1% | -14.1% | -0.3 | 0.1% | i | -2.8% | 1.2 | 75 | -0.5%
COc1ccc2cc(Br)ccc2c1CC(=O)N1CCCC1
→ 6.7% | 11.4%[20 µM] | -7.2% | -1.0 | 0.3% | · | -1.4% | · | 59 | ·

# Additional results follow.
SMILES,NOD2 inhibition,KOR beta-arrestin-2,NOD1 inhibition,NTR1 agonist,GPR55 activation,Yfh1-off respiration,KOR beta-arrestin-1,TNAP activation fold,NTR1 agonist cell count 20 µM,CSM14.1 death rescue
Nc1nnc(SCC(=O)Nc2cccc3ccccc23)s1,-5.4%,-57.0%,-41.6%,1.4,-0.1%,·,4.1%,·,44,·
CC1CCc2c(sc(NC(=O)c3nc4ncccn4n3)c2C#N)C1 (configuration not stated),-153.3%,33.2%,-11.4%,1.4,-1.9%,i,0.1%,·,57,·
CCOC(=O)c1ccccc1NC(=O)C=C(C)C,13.3%,3.4%,-4.1%,-0.6,-0.2%,i,-6.9%,1,61,-1.4%
CC1(C)CC(=O)C2=C(C1)OC(N)=C(C#N)C2c1cn(-c2ccccc2)nc1-c1ccc(F)cc1 (configuration not stated),6.3%,19.9%,-2.1%,6.4,-0.2%,i,-1.7%,1.1,80,2.9%
CCOc1ccc(C(C)NC(=O)Cc2ccccc2F)cc1OCC (configuration not stated),-0.6%,11.3%,-40.7%,0.8,-0.4%,i,-1.2%,1.1,71,1.7%
Cc1ccc(C2c3[nH]c4ccccc4c3C[C@H]3C(=O)N(c4ccccc4C(=O)N4CCC[C@@H]4C(=O)O)C(=O)N23)cc1 (some centres not stated),9.2%,-2.7%[20 µM],-21.3%,-2.6,0.1%,·,-4.2%,·,92,·
O=C(NCCc1ccc(Cl)cc1)C1CCN(C(=O)c2ccc(F)cc2)CC1,6.5%,-34.9%,-27.8%,-1.0,0.2%,·,2.0%,·,53,·
Cc1nc(CCNC(=O)CC2C(=O)NCCN2CC(C)C)nc2c1CCC2 (configuration not stated),-11.1%,-15.4%,-36.0%,-0.4,-0.1%,·,-3.5%,·,45,·
CN(C)C(=O)COC(=O)c1ccccc1OCC(=O)Nc1ccc(SC(F)F)cc1,-1.2%,12.2%,-17.2%,4.4,-0.2%,i,5.6%,1.1,70,0.5%
NS(=O)(=O)c1ccc(N/N=C/c2cn(-c3ccccc3)nc2-c2ccccc2)c([N+](=O)[O-])c1,-40.0%,-89.1%[20 µM],-53.4%,22.3,-0.1%,i,-5.6%,0.8,71,-0.1%
Cc1cccc(/C(N)=N/OC(=O)COc2ccccc2Cl)c1,-45.5%,-25.0%,16.9%,·,0.3%,i,4.8%,1,·,-5.3%
CCN(C(=O)COc1cccc2cccnc12)C1CCS(=O)(=O)C1 (configuration not stated),12.8%,-4.3%,-11.1%,-0.4,-0.2%,i,-5.0%,1,40,0.1%
Cc1ccc(NC(=O)/C(=C\c2ccc([N+](=O)[O-])cc2)NC(=O)c2ccccc2)cc1,9.7%,-32.4%,4.8%,7.6,-0.1%,i,2.6%,1.1,95,1.7%
CC1C(=O)OC(c2ccc(Cl)cc2)C(C)(C)C1=O (configuration not stated),2.5%,8.4%,-10.6%,0.3,-0.2%,·,12.1%,·,97,·
Cc1ccc(-c2nnc(NCc3nc4ccccc4[nH]3)c3ccccc23)cc1S(=O)(=O)N(C)C,23.8%,35.1%,-23.6%,9.5,-0.5%,i,1.7%,1.5,57,-1.5%
Cc1ccc(NC(=O)NCCN2CCCCC2)cc1,6.8%,10.2%,-26.3%,-0.5,-0.1%,·,2.8%,·,51,·
COc1ccc(C(=O)Oc2c(CN3CCOCC3)cc(Cl)c3cccnc23)cc1,14.8%,27.1%,-24.1%,-0.6,0.0%,i,-1.2%,1.1,42,-2.3%
O=S(=O)(NC1CCCCC1Oc1ccccc1)c1ccccc1 (configuration not stated),2.3%,-13.6%,-27.9%,1.1,0.2%,i,8.4%,1,61,-2.3%
CCOC(=O)c1[nH]c(C)c(C(=O)OCC(=O)Nc2sc3c(c2C#N)CCCCC3)c1C,-84.7%,-112.2%[20 µM],-37.4%,5.6,-0.1%,i,5.9%,1.1,49,-0.8%
CC(C)Sc1nnc(CNC(=O)C23CC4CC(CC(C4)C2)C3)n1Cc1ccccc1,-3.2%,24.3%,-22.8%,2.2,0.2%,·,-0.6%,1.2,48,1.6%

# (list continues)
SMILES,NOD2 inhibition,KOR beta-arrestin-2,NOD1 inhibition,NTR1 agonist,GPR55 activation,Yfh1-off respiration,KOR beta-arrestin-1,TNAP activation fold,NTR1 agonist cell count 20 µM,CSM14.1 death rescue
O=C(Nc1ccc(Oc2ccsc2C(=O)O)cc1)c1ccccc1,-7.2%,25.5%,8.9%,0.6,0.0%,·,4.3%,·,99,·
COc1ccccc1/C=C/C(=O)NCC(=O)N/N=C/c1ccc(C(=O)O)cc1,-13.9%,-14.5%,-29.7%,-0.3,0.0%,·,-0.2%,·,41,·
Cc1cc(NC(=O)c2c(C)noc2C)no1,0.3%,-20.7%,-11.1%,1.5,0.0%,i,6.8%,·,32,·
Cc1nn(C(=O)Cn2ccc([N+](=O)[O-])n2)c(C)c1Br,-13.9%,15.1%,4.8%,0.6,-0.1%,i,2.5%,0.8,59,1.9%
COC(=O)C(C(=O)N1CCN(C)CC1)C1CCCCCC1 (configuration not stated),5.3%,20.0%,·,1.1,-0.1%,i,1.0%,1.1,63,-2.1%
CCOc1ccccc1NC(=O)Nc1ccc(Br)cc1C,13.7%,-16.1%,-37.8%,13.3,0.1%,i,-3.2%,1.1,43,0.4%
O=C(Nc1cccc(C(F)(F)F)c1)NC1CCN(S(=O)(=O)c2ccc(F)cc2)CC1,8.7%,-6.2%,8.8%,-3.0,-0.1%,i,·,1.1,81,0.8%
CNc1cc(C)nc(-n2nc(C)cc2C)n1,-17.0%,5.4%,-27.3%,-0.2,-0.1%,i,0.7%,1,61,-1.5%
COc1ccc(CN2CCC(=O)N([C@H](CO)CC(C)C)CC2)cc1,0.8%,-21.5%[20 µM],-16.7%,2.2,0.0%,·,-6.0%,·,95,·
O=C(CCC1CCCN(C(=O)c2ccncc2)C1)NCc1ccc(F)c(F)c1 (configuration not stated),-23.7%,-26.5%,-33.1%,1.7,-0.3%,i,0.0%,1.1,58,-1.8%
Cc1cc(C)nc(NS(=O)(=O)c2ccc(NS(=O)(=O)c3ccccc3)cc2)n1,11.9%,-25.2%,-11.7%,-0.6,0.0%,i,3.3%,1,56,-0.9%
CC(Oc1cc2oc(=O)c3c(c2cc1Cl)CCC3)C(=O)NCCCN1CCCC1=O (configuration not stated),12.9%,7.3%,-31.1%,-0.9,-0.2%,·,-3.9%,·,73,·
